DAX1 inh-1 – inhibits human nuclear receptor DAX1 | P51843 | HEK293 Gal4-DAX1 luciferase reporter, luminescence | inhibition, % at 6.75 µM | actives 0.99% (n = 340,000) | AID 504766;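 active = inhibition above the mean over all tested compounds plus 3 SD, cut at about 4.2% in these data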;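 note: 0% = DAX1-transfected cells with DMSO and 100% = empty-vector control cells with DMSO; inhibition shows as a rise in luminescence from relieved DAX1 repression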
PLCb3 inh – blocks human PLC-beta3 enzyme activity. actives 0.18% (n = 370,000). Q01970. AID 720704. inhibition, % at 12.2 µM. Purified PLC-beta3, fluorogenic substrate, fluorescence; in the data active = inhibition above about 11%;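 note: 0% = median of compound wells on plate and 100% = full blocker control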
Target sequence (Q01970 whole entry, looked up): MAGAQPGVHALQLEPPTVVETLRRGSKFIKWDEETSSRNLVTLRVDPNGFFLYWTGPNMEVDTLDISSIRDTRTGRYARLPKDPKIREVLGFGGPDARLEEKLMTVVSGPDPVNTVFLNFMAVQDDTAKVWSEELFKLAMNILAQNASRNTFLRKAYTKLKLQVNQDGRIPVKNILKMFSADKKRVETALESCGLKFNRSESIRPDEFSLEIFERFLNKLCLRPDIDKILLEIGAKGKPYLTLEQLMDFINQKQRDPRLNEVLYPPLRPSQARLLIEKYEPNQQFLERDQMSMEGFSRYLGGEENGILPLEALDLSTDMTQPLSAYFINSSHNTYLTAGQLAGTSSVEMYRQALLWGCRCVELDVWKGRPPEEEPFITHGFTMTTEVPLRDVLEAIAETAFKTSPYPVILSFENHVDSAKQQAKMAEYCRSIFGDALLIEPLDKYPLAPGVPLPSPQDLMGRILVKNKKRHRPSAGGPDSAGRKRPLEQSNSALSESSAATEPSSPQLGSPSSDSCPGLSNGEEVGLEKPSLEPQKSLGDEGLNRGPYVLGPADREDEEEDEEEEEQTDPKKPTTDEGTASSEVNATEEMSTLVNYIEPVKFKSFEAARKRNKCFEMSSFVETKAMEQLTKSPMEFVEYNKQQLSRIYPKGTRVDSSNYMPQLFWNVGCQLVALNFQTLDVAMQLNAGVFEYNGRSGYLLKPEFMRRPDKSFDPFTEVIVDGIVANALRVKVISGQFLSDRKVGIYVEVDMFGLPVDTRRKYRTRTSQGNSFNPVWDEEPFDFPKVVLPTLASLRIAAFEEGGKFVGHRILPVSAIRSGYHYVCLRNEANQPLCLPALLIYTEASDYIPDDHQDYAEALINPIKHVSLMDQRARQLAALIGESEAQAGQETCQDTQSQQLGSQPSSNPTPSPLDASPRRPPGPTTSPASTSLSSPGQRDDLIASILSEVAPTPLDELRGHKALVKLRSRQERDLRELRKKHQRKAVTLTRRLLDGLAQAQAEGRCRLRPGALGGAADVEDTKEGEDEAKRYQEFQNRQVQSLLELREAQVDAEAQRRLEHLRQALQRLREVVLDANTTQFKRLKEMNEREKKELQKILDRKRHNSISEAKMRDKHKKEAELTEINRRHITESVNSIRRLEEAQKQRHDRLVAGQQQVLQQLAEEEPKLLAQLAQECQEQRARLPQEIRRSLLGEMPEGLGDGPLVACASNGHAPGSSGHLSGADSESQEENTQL
SMARCA2 activ – SMARCA2 function activation, primary screen | MG213 cells, MMTV-luciferase reporter, dexamethasone, overnight | actives 1% (n = 370,000) | AID 652017 | activation, % at 9.1 µM; in the data active = activation above about 7.8%;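 note: 0% = vehicle wells and 100% = reference activator wells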
ADAM17 inh – inhibits human ADAM17 | inhibition, % at 6.95 µM | P78536 | AID 720648 | actives 0.83% (n = 370,000) | recombinant ADAM17, EDANS/DABCYL FRET peptide cleavage;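 active = inhibition above the mean of compounds lying between control limits plus 3 SD, set per campaign, cut at about 8.5% in these data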;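 note: 0% = DMSO-only wells as the low control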
hcDAF-12 act – activators of H. contortus DAF-12 nuclear receptor; HEK293 hcDAF-12 lit1-tk-luc reporter, luminescence; 0% DMSO, 100% Δ7-dafachronic acid; actives 1.4% (n = 370,000); activation, % at 6.8 µM;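 active = activation above the mean of all tested compounds plus 3 SD, cut at about 5.5% in these data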;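 note: 100% = response to 3 µM Δ7-dafachronic acid high control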
NR1D1 modulator – Rev-erb alpha (human) modulation; activity, % at 10 µM; Rev-erbα–FITC-DNA binding, fluorescence polarization, 90 min; actives 0.79% (n = 370,000); P20393;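 active = activity above about 14%, limit read from the data; passing the limit was not always enough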;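 note: 0% = DMSO wells with 35 nM protein and 100% = DMSO wells with 750 nM protein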
hgDAF-12 ag – hgDAF-12 agonism, primary luciferase screen; HEK293 GAL4-hgDAF12 UAS-luciferase reporter, agonist luminescence; normalized to butyrate control; activation, % at 6.8 µM; actives 1.8% (n = 370,000); AID 687014;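 active = activation above a cutoff set at the mean of all screened compounds plus 3 SD, cut at about 10% in these data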;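 note: 0% = DMSO wells and 100% = sodium butyrate wells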
ssDAF-12 act – activates DAF-12 receptor from parasite S. stercoralis; HEK293 ssDAF-12/GRIP1 lit1-tk-luc reporter, luminescence; % of 3 µM dafachronic acid response; AID 652126; actives 1% (n = 370,000); activation, % at 6.8 µM;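 active = activation above the mean over all tested compounds plus 3 SD, cut at about 0.9% in these data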;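 note: 0% = DMSO-only wells and 100% = 3 µM delta7-dafachronic acid wells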
MBD2 inh – inhibitors of human MBD2 binding to methylated oligonucleotide; TR-FRET; inhibition, % at 4.4 µM; actives 0.31% (n = 370,000); in the data active = inhibition above about 13%
PLC-gamma1 inh – inhibitors of human phospholipase C gamma1. purified PLC-gamma1, fluorogenic substrate, fluorescence. inhibition, % at 12.2 µM. actives 0.84% (n = 370,000); in the data active = inhibition above about 9.5%
DAX1 inh-2 – inhibitors of DAX1 repression of SF-1 activated StAR promoter; actives 1.1% (n = 370,000); HEK293T StAR-luciferase reporter, SF-1/DAX-1 repression relief; AID 652010; inhibition, % at 6.8 µM;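 active = inhibition above the mean over all tested compounds plus 3 SD, cut at about 3.6% in these data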;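 note: 0% = DAX-1 cells with DMSO and 100% = cells lacking DAX-1 with DMSO; higher inhibition means more luminescence from relief of DAX-1 repression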
Active calls of the source: *; · = no result given; & = joins results of further samples.

SMILES	DAX1 inh-1	PLCb3 inh	SMARCA2 activ	ADAM17 inh	hcDAF-12 act	NR1D1 modulator	hgDAF-12 ag	ssDAF-12 act	MBD2 inh	PLC-gamma1 inh	DAX1 inh-2
CCOc1cc(/C=C2\C(=O)ON=C2C)ccc1OCc1ccccc1	-0.6	-0.7	0.2	0.5	0.4	-4.7	-0.7	-0.8	1.9	-2.0	-0.5
COc1cccc(/C=N\NC(=O)Cn2nnc3ccccc32)c1O	·	-34.3	-5.1	-5.8	-0.6	2.7	1.4	-0.8	-1.4	-29.4	-0.1
OCC1(Cc2ccccc2F)CCCN(CCc2ccccc2)C1 (stereo not given)	1.7	6.2	-1.6	3.7	-1.1	1.8	-0.1	-1.0	-6.5	5.3	-0.4
O=C(NNS(=O)(=O)c1ccccc1[N+](=O)[O-])c1ccccc1Cl	1.1	-4.5	-0.7	-1.6	0.5	5.4	0.7	-1.4	-4.8	-1.1	0.1
CCc1ccc(S(=O)(=O)Nc2ccc(Br)cn2)cc1	1.5	-8.8	-2.0	-2.3	-2.0	2.9	1.2	-1.2	-3.3	-1.3	0.1
CCCn1c(SCC(=O)NCc2ccccc2)n[nH]c1=O	0.3	-3.8	-1.6	-1.1	-0.9	2.3	1.2	-1.0	-0.4	0.8	0.3
Cc1ccc(-c2noc(CCC(=O)N3CCN(c4cccc(C(F)(F)F)c4)CC3)n2)cc1	-0.9	4.4	0.1	3.7	1.6	2.3	1.1	-1.2	-7.3	0.6	-0.7
O=C(Cn1c(-c2ccccc2)c[n+]2ccsc12)c1ccccc1	-0.9	-4.7	-5.6	-2.2	0.3	4.8	1.2	-1.4	-4.5	-0.8	-0.5
Cc1ccccc1N1CCN(C(=O)c2cccnc2)CC1	1.1	-4.1	-1.6	-5.2	-0.4	-8.7	0.1	-0.4	1.3	-1.3	-0.4
N#Cc1cccnc1N1CCN(C(=O)c2ccc3c(c2)S(=O)(=O)c2ccccc2C3=O)CC1	1.4	2.9	0.7	-2.1	-2.3	-9.6	1.0	-0.8	1.8	1.6	-0.2
O=C1C(=O)N(Cc2cccnc2)C(c2cccc(F)c2)/C1=C(/O)c1ccc2c(c1)OCO2 (stereo not given)	0.0	-9.2	0.3	-5.2	-0.3	-0.3	-1.4	-0.8	3.7	-0.6	1.8
CCc1nnc(NS(=O)(=O)c2ccc(NC(=S)NC(=O)c3ccccc3)cc2)s1	-1.2	1.8	-0.5	-2.5	0.2	-6.3	2.1	-0.4	3.6	-3.5	0.3
Cc1nn(C)c(C)c1/C=C(/C(=O)C(C)C)n1cncn1	-2.1	-2.0	-0.6	0.1	0.4	-5.4	0.9	-1.2	-5.7	2.6	0.0
Cc1nn(-c2ccccn2)c(C)c1Oc1ccccc1O	1.8	-0.3	-1.1	-4.7	-2.2	-0.6	-1.2	-0.3	0.9	0.1	1.3
COc1ccc(NS(=O)(=O)c2ccc(Cl)c(NC(=O)c3cccnc3Cl)c2)cc1	-1.0	-4.8	-5.1	-7.3	-2.5	3.4	-5.3	-1.5	10.0	5.9	-0.4
O=C(NC1CCCC1)C(c1cccnc1)N(C(=O)c1csnn1)C1CC1 (stereo not given)	-1.1	6.3	-1.5	1.1	0.1	1.6	-0.7	-0.7	3.6	-1.3	0.7
COc1ccc(S(=O)(=O)N2CC(O)CC2C(=O)OCc2nc3sc(C)c(C)c3c(=O)[nH]2)cc1 (stereo not given)	0.8	-10.5	0.0	-2.1	2.7	1.7	2.3	-0.4	0.4	-13.7	0.1
COc1ccc(NS(=O)(=O)c2ccc(N3CCOCC3)c(N)c2)cc1	-2.1	-1.6	-3.5	0.8	-2.6	-6.4	-4.2	-1.7	-4.0	-0.2	-6.6
c1ccc(-c2nccc(-c3ccc(-n4cnc5ccccc54)cc3)n2)cc1	0.5	1.9	-0.7	-1.8	1.7	-5.5	1.2	-1.0	-1.2	-0.5	-0.1
CSc1ccc(CCNC(=O)Cn2ncc3c([nH]c4ccccc43)c2=O)cc1	0.8	-8.4	-0.2	-3.4	-0.1	1.0	0.8	-0.6	-0.3	-7.6	-0.1
Clc1ccc(COn2c(-c3ccc(Cl)cc3Cl)nc3ncccc32)cc1	-1.6	2.7	3.3	-0.5	-1.6	9.7	-2.5	-1.6	2.6	0.3	-1.4
CCOC(=O)c1ccc(NC(=O)c2nc[nH]c2C(=O)N[C@@H](Cc2ccccc2)C(=O)OC(C)(C)C)cc1	1.1	-0.9	0.5	-3.3	-0.3	2.0	-2.0	-1.3	0.8	1.8	0.5
c1ccc(CNc2ncnc3ccccc23)cc1	-1.9&-3.3	5.3&-4.4	-4.7&-6.3	3.9&-0.8	-3.9&-4.6	-1.4&-7.3	-4.7&-1.6	-2.2&-1.9	-5.6&-2.2	-2.9&-1.1	-3.1&-4.5
CCS(=O)(=O)c1ccc2oc(Nc3ccccc3Cl)nc2c1	2.8	-3.5	0.5	2.2	4.3	0.0	13.0*	0.0	-1.6	0.8	2.2
CC(C)Sc1nc(-c2cccs2)nc2cc(Cl)ccc12	·	1.9	3.2	-3.2	0.2	-1.4	-0.3	-0.9	0.2	-3.9	-0.5
CC(=O)Nc1ccc(NC(=O)c2cccc(S(=O)(=O)N(C)C3CCCCC3)c2)cc1	-0.3	-3.8	-1.5	3.6	-0.5	2.3	-0.1	-1.5	1.0	2.8	0.2
O=S(=O)(CCNCCc1ccccc1)NC1CCCCC1	0.3	0.8	0.1	-1.8	2.0	3.7	0.2	-0.3	-3.0	-0.8	0.1
CCN(CC)c1ccc(NC(=O)CN2C(=O)CSc3ncccc32)c(C)c1	-4.8	-0.6	-1.9	-2.3	-3.1	·	-3.3	-1.7	-4.7	-1.3	-3.0
C/C(CC(=O)Nc1ccc(N(C)C)cc1)=N\NC(=O)Cc1csc(N)n1	-0.6	-2.9	0.2	1.5	0.0	-7.5	4.0	-0.7	-2.0	-3.2	-0.2
O=C(NCc1ccco1)c1ccc2[nH]c(=O)c(=O)[nH]c2c1	0.3	-70.8	1.2	-46.4	0.2	-6.7	-1.4	-0.9	-5.4	-49.7	-0.3
Cc1nn(-c2ccccc2)c(Cl)c1/C=C/C(=O)c1ccc(O)cc1	-0.8	-8.3	-1.0	3.2	-2.0	-3.6	2.9	-1.5	-1.9	-8.1	-0.8
Cc1ccc(-c2nnc(SCC(=O)c3ccc(O)c(O)c3)n2-c2ccc(Cl)cc2)cc1	·	-0.6	-3.7	3.2	0.0	1.4	-3.4	-1.1	-6.7	-0.6	-2.5
CC(=O)N(C)c1ccc(C=C2C=Cc3ccccc32)cc1	0.1	-3.0	-0.4	3.5	6.2*	-3.7	6.0	0.3	-1.1	-1.8	4.9*
CC1(C)CC(=O)C2=C(C1)NC(=O)NC2c1ccccc1Cl (stereo not given)	1.6	-4.7	-1.3	-1.5	0.6	5.1	0.8	-1.1	-5.5	-2.6	-0.4
CCOC(=O)C1(CCOc2ccccc2)CCN(CCCn2cccn2)CC1	1.1	-3.6	-2.2	-3.8	2.8	-0.4	-0.9	-0.3	3.0	-0.9	-0.2
Cc1ccc(S(C)(=O)=O)cc1C(=O)OCC(=O)N(Cc1ccccc1)Cc1ccccc1	0.2	-0.1	1.0	1.8	-1.2	6.0	-3.0	-1.5	-4.4	1.1	-1.5
Cc1nc(C(F)(F)F)ccc1C(=O)NCC(O)c1ccccc1 (stereo not given)	1.2	-2.8	0.1	-1.7	2.8	-2.7	2.0	0.0	4.4	-0.4	1.2
Cc1cc(C)c(S(=O)(=O)c2ccccc2C)c(N(C)C)n1	0.5	-2.1	-0.9	-3.4	-1.1	-0.1	-1.4	-1.5	3.0	-5.3	-0.2
CN1CCC(N(C)C(=S)NCCc2ccccc2)CC1	-0.2	0.2	-2.8	-5.5	0.1	-9.6	1.7	-0.7	-4.2	-0.8	-0.6
CCSc1nc(-c2ccccc2)nc2c1CCCC2	-0.3	-0.8	4.0	-2.4	-1.1	7.7	3.0	-1.0	-1.5	-1.0	0.0

Shown with each value named: four of the compounds above
> O=C(NCc1ccco1)c1ccc2[nH]c(=O)c(=O)[nH]c2c1
  DAX1 inh-1: 0.3; PLCb3 inh: -70.8; SMARCA2 activ: 1.2; ADAM17 inh: -46.4; hcDAF-12 act: 0.2; NR1D1 modulator: -6.7; hgDAF-12 ag: -1.4; ssDAF-12 act: -0.9; MBD2 inh: -5.4; PLC-gamma1 inh: -49.7; DAX1 inh-2: -0.3
> Cc1nn(-c2ccccc2)c(Cl)c1/C=C/C(=O)c1ccc(O)cc1
  DAX1 inh-1: -0.8; PLCb3 inh: -8.3; SMARCA2 activ: -1.0; ADAM17 inh: 3.2; hcDAF-12 act: -2.0; NR1D1 modulator: -3.6; hgDAF-12 ag: 2.9; ssDAF-12 act: -1.5; MBD2 inh: -1.9; PLC-gamma1 inh: -8.1; DAX1 inh-2: -0.8
> Cc1ccc(-c2nnc(SCC(=O)c3ccc(O)c(O)c3)n2-c2ccc(Cl)cc2)cc1
  DAX1 inh-1: ·; PLCb3 inh: -0.6; SMARCA2 activ: -3.7; ADAM17 inh: 3.2; hcDAF-12 act: 0.0; NR1D1 modulator: 1.4; hgDAF-12 ag: -3.4; ssDAF-12 act: -1.1; MBD2 inh: -6.7; PLC-gamma1 inh: -0.6; DAX1 inh-2: -2.5
> CC(=O)N(C)c1ccc(C=C2C=Cc3ccccc32)cc1
  DAX1 inh-1: 0.1; PLCb3 inh: -3.0; SMARCA2 activ: -0.4; ADAM17 inh: 3.5; hcDAF-12 act: 6.2*; NR1D1 modulator: -3.7; hgDAF-12 ag: 6.0; ssDAF-12 act: 0.3; MBD2 inh: -1.1; PLC-gamma1 inh: -1.8; DAX1 inh-2: 4.9*

Single entries from the results shown.
CC(=O)Nc1ccc(NC(=O)c2cccc(S(=O)(=O)N(C)C3CCCCC3)c2)cc1 in ssDAF-12 act shows -1.5
Cc1cc(C)c(S(=O)(=O)c2ccccc2C)c(N(C)C)n1 in hgDAF-12 ag shows -1.4
Cc1ccc(S(C)(=O)=O)cc1C(=O)OCC(=O)N(Cc1ccccc1)Cc1ccccc1 in ADAM17 inh shows 1.8
O=C(NCc1ccco1)c1ccc2[nH]c(=O)c(=O)[nH]c2c1 in hgDAF-12 ag shows -1.4
Clc1ccc(COn2c(-c3ccc(Cl)cc3Cl)nc3ncccc32)cc1 in ADAM17 inh shows -0.5

Next section
SMILES	DAX1 inh-1	PLCb3 inh	SMARCA2 activ	ADAM17 inh	hcDAF-12 act	NR1D1 modulator	hgDAF-12 ag	ssDAF-12 act	MBD2 inh	PLC-gamma1 inh	DAX1 inh-2
O=S(=O)(c1ccc2nnn(O)c2c1)N1CCOCC1	-0.1	-5.1	-0.4	-2.4	-1.3	4.8	1.4	-0.2	3.9	-4.3	-0.6
Cc1c(Cl)cnc(NC(=O)COC(=O)c2cc3c(s2)CCC(C)C3)c1Cl (stereo not given)	1.3	-3.1	-0.1	-6.2	1.0	9.4	5.2	1.4*	5.8	-3.3	-0.1
Cc1ccnc(SCC(=O)Nc2sccc2C#N)n1	0.2	-18.8	-0.4	-4.9	1.1	-3.4	-1.6	-1.2	1.3	-4.0	-0.2
O=C(c1ccccc1)[C@@H]1[C@@H]2C(=O)N(c3ccc(F)cc3)C(=O)[C@@H]2C2CCCN21 (stereo not given in full)	1.4	-28.8	4.6	-11.8	0.3	-3.6	1.2	-1.4	0.3	-25.2	0.1

High-throughput results from PubChem.
